Screens (PubChem BioAssay)
FLuc act counter – firefly luciferase counter-screen for stimulation assays; AID 1027; P08659; activation factor at 10 µM; ATPlite luciferase biochemical, luminescence, 10 min; 0 = ATP-free wells, 1 = DMSO control; 200,000 tested, under 10 active;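 active = luciferase activation factor, scaled between plate controls, of at least 2 with compound at 10 µM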
Target sequence (P08659 whole entry, looked up): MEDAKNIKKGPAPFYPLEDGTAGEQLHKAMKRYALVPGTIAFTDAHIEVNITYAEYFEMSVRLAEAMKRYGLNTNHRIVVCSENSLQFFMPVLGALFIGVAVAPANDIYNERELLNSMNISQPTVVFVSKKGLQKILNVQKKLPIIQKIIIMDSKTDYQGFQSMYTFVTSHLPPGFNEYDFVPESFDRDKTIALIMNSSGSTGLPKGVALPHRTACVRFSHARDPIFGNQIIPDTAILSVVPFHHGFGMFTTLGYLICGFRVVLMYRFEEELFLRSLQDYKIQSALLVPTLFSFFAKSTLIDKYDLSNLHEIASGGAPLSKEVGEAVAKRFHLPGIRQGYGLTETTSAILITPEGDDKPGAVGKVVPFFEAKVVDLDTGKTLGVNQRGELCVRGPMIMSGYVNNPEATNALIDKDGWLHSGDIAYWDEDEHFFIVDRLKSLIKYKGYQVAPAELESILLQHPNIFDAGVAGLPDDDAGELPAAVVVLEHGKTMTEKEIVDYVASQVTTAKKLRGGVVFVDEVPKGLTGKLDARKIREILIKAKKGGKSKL
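Assay system: Luciferase/luciferin reagent mix; Medium: PBS as buffer for the ATP substrate; Dosing: test compounds dosed from 2 mM stocks in 100% DMSO; Times: 10 min, room temperature; Signal: luminescence from luciferase reaction; Read-out: luciferase activation; Controls: No-ATP low control, compound-free enzyme-plus-ATP high control.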
Redox H2O2 prof – compounds producing H2O2 with reducing agent – biochemical, NIH compound library profiling, artefact control for MLSCN library redox annotation, primary screen | DTT-dependent redox cycling H2O2, phenol red/HRP absorbance; 100% = 100 µM peroxide control, 0% = buffer | activation, % at 10 µM | 200,000 tested, 0.03% active | AID 878;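 active = activation of at least 50% relative to the plate's high and low controls in the primary single-dose screen; inactive = activation below 50%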;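 also: compound incubated with DTT at 0.8 mM final as the reducing agent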
FLuc inh counter – inhibits firefly luciferase, flagging false hits in luciferase inhibition screens | ATPLite firefly luciferase biochemical luminescence, 10 min | P08659 | AID 1006 | inhibition, % at 10 µM | 200,000 tested, 1.5% active;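 active = inhibition above about 50% when tested at 10 µM, limit read from the data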
STAT1 activator – activators of IFN-gamma induced STAT1 signaling | AID 932 | activation (% of control), % at 5.5 µM | NIH 3T3 STAT1-luciferase reporter, luminescence; 100% = IFN-gamma alone, no compound | 200,000 tested, 2.6% active;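 active = activation above the screen-wide mean activation plus 3 SD, cut at about 130% in these data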;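 also: raw ratio to IFN-gamma control signal so 100% means no change and 0% no light; values of inactives mirror those of a sister screen read the other way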
APP 5UTR inh – APP translation inhibition | SH-SY5Y APP 5'UTR-luciferase reporter, luminescence | inhibition, % at 2 µM | 190,000 tested, 0.82% active | AID 1285;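 active = inhibition above a set limit, derived from the sample mean plus 3 SD, cut at about 45% in these data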; also: values of inactives mirror those of a sister screen read the other way
APP 5'UTR act – activates APP 5'UTR luciferase reporter; SH-SY5Y APP 5'UTR luciferase reporter, luminescence; zero percent = DMSO vehicle wells; activation, % at 2 µM; 190,000 tested, 1% active; AID 1276;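 active = activation above a set limit, based on mean plus 3 SD of controls, cut at about 140% in these data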; also: values of inactives mirror those of a sister screen read the other way
NF-kB expr up – compounds increasing NF-kB expression in human neuronal cells; NF-kB reporter expression; hits give high values; fold change at 12.5 µM; 190,000 tested, 1.6% active; AID 1239; in the data active = fold change above about 3.3
G6PDH counter – counter-screen for G6PDH assay hits: L. mesenteroides G6PDH inhibition | 200,000 tested, 0.12% active | inhibition, % at 5 µM | Purified L. mesenteroides G6PDH, diaphorase/resazurin coupled fluorescence, 45 min; in the data active = inhibition above about 50%
HMGR II inh – inhibitors of class II HMG-CoA reductase from Enterococcus faecalis; purified E. faecalis HMGR, NADPH absorbance 340 nm kinetic; inhibition, % at 10 µM; 190,000 tested, 0.41% active;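 active = inhibition above a set limit, the median over all tested compounds plus 3 SD, cut at about 9.5% in these data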;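 also: enzyme runs in reverse so mevalonate oxidation gives rising NADPH absorbance; 0% = complete reaction with DMSO and 100% = background rate lacking mevalonate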
Hsp70 act – transcriptional activators of Hsp70; HeLa Hsp70 promoter luciferase reporter, luminescence; scaled: vehicle 0, proteasome-inhibitor control 100%; activation, % at 10 µM; 200,000 tested, 0.04% active; AID 1203;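 active = activation above the mean across all tested compounds plus 3 SD, cutoff set per campaign, cut at about 5.5% in these data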;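 also: 100% = MG132 at 30 µM as the positive control and 0% = DMSO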
Active calls of the source: *; . = no result given.

Molecule	FLuc inh counter	Redox H2O2 prof	Hsp70 act	STAT1 activator	APP 5'UTR act	G6PDH counter	APP 5UTR inh	HMGR II inh	FLuc act counter	NF-kB expr up
CC(=O)Nc1nc2ccc(NC(=O)c3ccco3)cc2s1	10	0.1	-0.3	126	-4	12	4	1	0.9	2
O=c1[nH]c(SCc2nc3ccccc3n2Cc2ccccc2)nc2ccccc12	-4	0.1	-0.1	98	.	2	.	-3	1	1
CC(Oc1ccccc1)c1ccnn1S(=O)(=O)c1ccccc1 (configuration not stated)	-12	3.0	-0.2	107	13	2	-13	-1	1.1	1
c1ccc(CCNc2ccc3nncn3n2)cc1	0	-0.8	-0.3	102	-19	5	19	6	1	1
CC(C)N1C(=S)SC(C)(C)C1n1oc(=O)n(-c2ccc(Cl)c(Cl)c2)c1=O (configuration not stated)	-7	-0.7	0.0	105	9	0	-9	-6	1.1	1.2
O=C1COc2ccc(-c3csc(=Nc4ccc(OC(F)F)cc4)n3CC3CCCO3)cc2N1 (configuration not stated)	-7	3.1	0.4	100	-16	2	16	-4	1.1	0.47
CC1CCN(C(=O)C(NS(=O)(=O)c2cccc3nsnc23)c2ccccc2)CC1 (configuration not stated)	-6	-0.3	-0.1	105	5	1	-5	-4	1.1	1.1
Cc1ccc(-c2nc(CS(=O)CC(=O)NCCN3CCCC3)c(C)o2)cc1 (configuration not stated)	-5	-0.6	0.5	98	.	12	.	-1	1.1	0.94
O=C(Nc1c(F)cc(F)cc1Br)C1CCCO1 (configuration not stated)	-6	-0.6	-0.1	97	8	-1	-8	-2	1.1	0.91
CC(=O)NC1=NN(C(C)=O)C(c2sccc2C)S1 (configuration not stated)	-5	0.3	-0.3	106	10	3	-10	-6	1	1.1
Cc1cccc2sc(NC(=O)CCn3cccc3)nc12	-9	0.3	0.0	106	5	1	-5	-5	1.1	0.98
CCC(C)[C@H](NC(=O)OC(C)(C)C)C(=O)N/N=C/c1cccc2nccnc12 (some centres not stated)	-2	-2.0	2.2	102	-1	1	1	-2	1	0.88
CCOC(=O)C(NC(=O)c1ccccc1)(N1CCCC1=O)C(F)(F)F (configuration not stated)	6	2.6	-0.1	99	6	13	-6	-2	0.9	1
Cc1ccc(NC(=O)COC(=O)CSC(=S)N2CCOCC2)cc1C	-1	-1.9	-0.2	99	38	2	-38	-2	1	0.92
COc1ccc2cc(CCNC(=O)C3CCCC3)c(=O)[nH]c2c1	-7	-0.1	0.0	107	4	-5	-4	1	1.1	1
O=C(/C=C/c1ccc2c(c1)OCO2)Nc1nc(-c2ccc(F)cc2)cs1	3	-0.1	-0.2	92	9	2	-9	0	1	1.3
CCS(=O)(=O)N1CCCC(C(=O)NCc2ccc(C)cc2)C1 (configuration not stated)	1	0.1	-0.3	108	15	11	-15	0	1	1.2
CCOC(=O)c1ccc(NC2c3ccccc3C(=O)N2c2cccnc2)cc1 (configuration not stated)	-7	-1.1	-0.1	84	50	-21	-50	-2	1.1	1.2
COc1ccc2oc3cc(C)[n+]([O-])c(-c4ccc(Br)cc4)c3c2c1	-7	-0.1	-0.4	92	-15	-11	15	-7	1.1	0.98
COC(=O)C1=C(C(=O)OC)SC(=C2C(=S)C(C)(C)N(C(=O)C(C)C)c3ccccc32)S1	0	-0.2	-0.2	98	12	-6	-12	-5	1	1
COc1cc(CNC2CCCC2)c(Br)cc1OCc1ccccc1	-8	0.3	0.0	97	12	8	-12	-4	1.1	1.1
CCOC(=O)N1CCC(N2CCN(S(=O)(=O)c3ccc4ccccc4c3)CC2)CC1	-6	-1.2	-0.1	90	9	5	-9	-4	1.1	0.76
COC(=O)COc1ccccc1/C=C1/NC(=O)NC1=O	-8	-0.5	0.0	106	2	2	-2	2	1.1	1.2
Cc1ccc(NC(=O)N2CCCC2c2cccs2)cc1 (configuration not stated)	17	-0.5	0.1	100	23	4	-23	-1	0.8	1

Rewritten with values under each structure: part of the list above
Each structure is followed by: FLuc inh counter	Redox H2O2 prof	Hsp70 act	STAT1 activator	APP 5'UTR act	G6PDH counter	APP 5UTR inh	HMGR II inh	FLuc act counter	NF-kB expr up
Cc1ccc(NC(=O)N2CCCC2c2cccs2)cc1 (configuration not stated)
→ 17	-0.5	0.1	100	23	4	-23	-1	0.8	1
COC(=O)C1=C(C(=O)OC)SC(=C2C(=S)C(C)(C)N(C(=O)C(C)C)c3ccccc32)S1
→ 0	-0.2	-0.2	98	12	-6	-12	-5	1	1
CCS(=O)(=O)N1CCCC(C(=O)NCc2ccc(C)cc2)C1 (configuration not stated)
→ 1	0.1	-0.3	108	15	11	-15	0	1	1.2

Random excerpt: two compounds from above.
Molecule	FLuc inh counter	Redox H2O2 prof	Hsp70 act	STAT1 activator	APP 5'UTR act	G6PDH counter	APP 5UTR inh	HMGR II inh	FLuc act counter	NF-kB expr up
COc1ccc2cc(CCNC(=O)C3CCCC3)c(=O)[nH]c2c1	-7	-0.1	0.0	107	4	-5	-4	1	1.1	1
COC(=O)COc1ccccc1/C=C1/NC(=O)NC1=O	-8	-0.5	0.0	106	2	2	-2	2	1.1	1.2

(next part)
Molecule	FLuc inh counter	Redox H2O2 prof	Hsp70 act	STAT1 activator	APP 5'UTR act	G6PDH counter	APP 5UTR inh	HMGR II inh	FLuc act counter	NF-kB expr up
COc1cc(OC)cc(-c2nnc(SCC(=O)N(C(C)C)C(C)C)o2)c1	2	-0.2	-0.6	94	-2	0	2	-3	1	1.1
O=C(NCc1ccc(F)cc1)c1ccc(N2CCc3ccccc32)c([N+](=O)[O-])c1	-3	4.1	-0.4	92	-2	-11	2	1	1	0.88
CCOc1ccc(C2=NNC(c3cccs3)=Nc3ccc(OCC)cc32)cc1	-2	0.1	-0.3	98	19	9	-19	-2	1	1.2
CNC(=O)OCc1cccc(COC(=O)NC)n1	-4	-1.2	-0.1	105	-7	-3	7	-2	1	1.2
NC(=O)C1CCN(C(=O)c2ccc(CS(=O)(=O)c3c(Cl)cccc3Cl)o2)CC1	-7	-1.6	-0.3	107	16	-1	-16	4	1.1	1.1
O=C(NC(=S)Nc1ccc(C(F)(F)F)cc1)c1csnn1	-4	-1.0	-0.2	92	-8	1	8	1	1	1.1
CN(CCOc1ccccc1)C(=O)c1ccc(OC2CCN(C(=O)C3CC3)CC2)cc1	-5	-0.9	-0.1	93	7	10	-7	-4	1.1	0.97
O=c1c2ccccc2nnn1COc1cccc(Cl)c1	0	-2.1	-0.1	131*	18	-2	-18	-4	1	1.4
CC(=O)/C(=N/Nc1ccc(C)cc1)Sc1nnc(CCc2ccccc2)n1-c1ccccc1	-3	0.0	-0.5	100	-1	-11	1	-3	1	4.4*
O=C(O)C1=C[C@H](c2ccccc2)C[C@H](OCc2ccc(CO)cc2)O1	-11	0.6	0.3	108	32	12	-32	-1	1.1	1.4
CCCCNC(=O)C(=O)N/N=C/c1ccc(OCc2ccccc2)cc1	1	0.0	-0.1	100	-10	-1	10	-2	1	1.5
O=C(NCCc1ccc(Cl)cc1)c1cnccn1	-2	-0.1	-0.1	98	23	10	-23	-1	1	1.4
COCCNCC(=O)Nc1ccccc1Sc1ccccc1	-3	0.5	-0.3	103	-7	16	7	-3	1	0.93
C=CC(C)N1C(=O)S/C(=C\c2ccc(N3CCOCC3)cc2C)C1=O (configuration not stated)	-4	-0.1	-0.5	115	35	1	-35	-2	1	0.79
COc1ccc(C2Nc3ccccc3C(=O)N2c2ccc(C)cc2)cc1Cn1nnc2ccccc21 (configuration not stated)	-7	2.4	-0.1	115	27	-7	-27	1	1.1	1.5
COc1ccccc1-n1c(SCC(=O)N(C)C2CCS(=O)(=O)C2)nc2ccccc2c1=O (configuration not stated)	-6	0.3	-0.3	91	3	2	-3	-3	1.1	1.1
COc1ccccc1C(=O)NCC(=O)N/N=C/c1cn[nH]c1-c1ccccc1	3	-1.0	0.0	96	-8	0	8	-5	1	1.1
COc1cccc(NC(=O)N2CCC(C(N)=O)(N3CCCCC3)CC2)c1	-3	2.2	-0.5	99	1	4	-1	-8	1	0.94
Oc1[nH]c2ccccc2c1C=NCC1CCCO1 (configuration not stated)	-1	-1.2	0.0	102	5	27	-5	-2	1	1.1
CCN(C(=O)CSc1nnnn1C)c1c(N)n(Cc2ccccc2)c(=O)[nH]c1=O	0	-0.4	-0.4	104	-13	3	14	-5	1	0.89
NS(=O)(=O)c1ccc(NC(=O)COC(=O)C2CCCCC2)cc1	-4	0.1	-0.1	111	-2	-3	2	-1	1	1.2
CCOC(=O)c1[nH]c2c(c1-c1ccc(OC)cc1)C(=O)CC(c1ccc(OC)c(OC)c1)C2 (configuration not stated)	8	0.9	-0.2	99	-11	19	11	5	0.9	0.59
COc1cc(NC(=O)C2CCN(S(=O)(=O)c3cccc4nonc34)CC2)cc(OC)c1	-7	2.8	-0.3	98	.	-5	.	-7	1.1	0.74
Cc1nn(CC(=O)Nc2ccc3c(c2)OCO3)c(C)c1[N+](=O)[O-]	2	-2.1	-0.1	98	2	16	-2	-8	1	1.3
CC(C)(C)C(=O)NC(=S)N1CCCC1	-6	2.8	-0.5	101	0	7	0	2	1.1	1.1
CCO[C@@H]1OC(C(=O)N2CCN(C)CC2)=C[C@H](C(C)(C)C)[C@H]1CCCO	-6	0.0	0.1	99	12	10	-12	-1	1.1	0.97
COc1ccc(C2C(C(=O)N3CCCCC3)c3ccccc3C(=O)N2C)cc1 (configuration not stated)	-4	-1.1	-0.2	102	8	-4	-8	-5	1	1
O=c1[nH]c(CSc2nnc3ccccn23)nc2ccccc12	-5	-0.2	0.1	105	-4	15	4	-3	1.1	1.1
NC(=O)NOCc1ccc(Cl)cc1Cl	-3	-2.1	-0.1	100	-6	1	6	0	1	1.2
C/C(=N\NS(=O)(=O)c1ccc(Br)cc1)c1cccs1	0	0.0	0.5	95	7	-7	-7	0	1	1.1
O=C(NCCCn1ccnc1)c1cc(-c2ccc(Cl)cc2)nc2ccccc12	3	-0.6	-0.2	105	-5	-39	5	-6	1	0.78
CC(=O)NC(C(=O)NCC(N)=O)C(C)C (configuration not stated)	-7	-0.4	0.1	97	4	-4	-4	-3	1.1	1
O=C(OC1CCN(c2ccc([N+](=O)[O-])cc2)CC1)c1ccccc1	-7	3.4	-0.5	104	.	1	.	-10	1.1	1
O=C1c2ccccc2S(=O)(=O)N1CC(O)COc1ccc(Br)cc1 (configuration not stated)	4	3.2	-0.4	109	-2	2	2	-5	1	1
O=c1cc(O)nc2n1CCCS2	2	0.7	0.5	101	7	-1	-7	1	1	0.88
O=C(Nc1ccc(OC(F)(F)C(F)F)c(NC(=O)c2cccc(F)c2)c1)c1cccc(F)c1	-8	0.1	-0.3	101	39	1	-39	0	1.1	1.4
N#CC1=C(N)N2C(=C(C#N)C13CCCC3)Nc1ccccc12	0	-0.3	-0.5	95	31	15	-31	-2	1	1.2
O=S(=O)(NCCO)c1cccc2cccnc12	-5	-3.6	-0.1	100	3	-4	-3	2	1	1.2
CCC(C)(C)NC(=O)C(c1cccn1C)N(C(=O)Cn1nnc2ccccc21)c1ccc(NC(C)=O)cc1 (configuration not stated)	-6	0.3	-0.1	100	17	21	-17	-1	1.1	1.2
